Assay outcomes from PubChem BioAssay.
Bcl-B Bim block: human Bim-Bcl-B interaction inhibition | Q9HD36 | bead-based flow cytometry, Bim peptide-Bcl-B binding | inhibition, % at 10 µM | actives 0.073% (n = 190,000) | AID 951;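 further: 0% = tracer peptide without compound and 100% = reference inhibitor peptide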
Target sequence (Q9HD36 whole entry, looked up): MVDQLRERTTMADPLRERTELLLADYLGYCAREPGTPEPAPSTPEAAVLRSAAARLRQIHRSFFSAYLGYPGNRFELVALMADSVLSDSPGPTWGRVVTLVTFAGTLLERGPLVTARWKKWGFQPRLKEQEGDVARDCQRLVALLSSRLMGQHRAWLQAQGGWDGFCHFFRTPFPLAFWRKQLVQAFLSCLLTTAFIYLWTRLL
Mcl1-Bid inh: Mcl-1/Bid interaction inhibition; Q07820; TR-FRET Mcl-1/Bid-Dy647 peptide binding, 1536-well; inhibition, % at 21.7 µM; actives 0.97% (n = 220,000); AID 1021;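 active means compounds that cut the binding signal by more than half at the single screening dose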;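 further: His-tagged Mcl-1 with europium anti-His antibody binding Bid BH3 peptide; 0% = Mcl-1 plus peptide wells and 100% = peptide-only wells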
Target sequence (Q07820 whole entry, looked up): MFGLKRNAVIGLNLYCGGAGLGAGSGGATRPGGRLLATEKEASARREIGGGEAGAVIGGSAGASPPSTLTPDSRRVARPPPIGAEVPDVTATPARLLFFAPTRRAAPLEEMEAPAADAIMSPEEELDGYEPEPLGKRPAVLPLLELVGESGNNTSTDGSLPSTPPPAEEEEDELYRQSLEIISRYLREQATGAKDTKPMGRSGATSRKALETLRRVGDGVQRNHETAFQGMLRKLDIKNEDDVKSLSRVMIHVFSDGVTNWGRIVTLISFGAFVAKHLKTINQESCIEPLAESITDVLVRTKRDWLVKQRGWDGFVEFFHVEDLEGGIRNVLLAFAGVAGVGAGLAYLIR
Mcl-1 Bim block: disrupts Bim peptide binding to human Mcl-1. Bead-based flow cytometry, Bim peptide-Mcl-1 binding. AID 1009. inhibition, % at 10 µM. actives 0.1% (n = 190,000);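 further: 0% = no compound tracer wells and 100% = peptide blocker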
RGS7-Gao: modulates binding of RGS7 to human Galphao; P09471; Multiplexed bead flow cytometry; actives lie on both sides; binding response (% of control), % at 10 µM; actives 0.35% (n = 220,000); AID 1439; in the data active means binding response below about 49% or above about 150%; inconclusive means no clear call, values can overlap the other calls; inactive means in between;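 further: fluorescent Galphao held in activated GDP-AlF4 state binding bead-coupled RGS7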
Bim-Bcl-XL: inhibitors of Bim-Bcl-XL interaction, human; Q07817; Bim peptide-Bcl-XL binding, bead flow cytometry, fluorescence; inhibition, % at 10 µM; actives 0.04% (n = 190,000)
Target sequence (Q07817 whole entry, looked up): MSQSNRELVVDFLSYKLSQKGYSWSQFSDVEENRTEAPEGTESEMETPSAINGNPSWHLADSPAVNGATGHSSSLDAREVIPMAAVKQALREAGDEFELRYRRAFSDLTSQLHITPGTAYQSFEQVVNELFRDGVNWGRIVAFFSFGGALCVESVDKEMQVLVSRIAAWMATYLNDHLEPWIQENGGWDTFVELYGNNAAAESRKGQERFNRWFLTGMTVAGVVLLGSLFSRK
Bim-Bcl-2: disrupts Bim peptide binding to human Bcl-2. inhibition, % at 10 µM. AID 950. Bead-based flow cytometry, Bim peptide-Bcl-2 binding. actives 0.06% (n = 190,000); in the data active means inhibition above about 40%; inconclusive means no clear call, values can overlap the other calls;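 further: 0% = no compound wells with probe peptide and 100% = reference peptide inhibitor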
Mcl1-Noxa inh: Mcl-1/Noxa interaction inhibition; Q07820; TR-FRET Mcl-1/Noxa peptide binding, 2 h; inhibition, % at 21.7 µM; actives 1.5% (n = 220,000);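 active means compounds that cut the protein-peptide binding signal by more than 50% relative to plate controls in a single-dose test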;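 further: His-tagged Mcl-1 with rhodamine Noxa BH3 peptide and terbium anti-His antibody; 0% = Mcl-1 plus Noxa peptide wells and 100% = peptide-only wells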
RGS8-Gao reg: regulators of human RGS8-Galphao interaction | P09471 | multiplexed bead flow cytometry, RGS8-Galphao binding; actives lie on both sides | response (percent of control binding), % at 10 µM | actives 0.34% (n = 220,000) | AID 1423; in the data active means response below about 60% or above about 140%; inactive means in between;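 further: Galphao activated as the GDP aluminium fluoride complex binding bead-coupled RGS8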
Bim-Bcl-W: disrupts Bim peptide binding to human Bcl-W. Q92843. bead-based flow cytometry. inhibition, % at 10 µM. actives 0.02% (n = 190,000);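 further: 0% = bound tracer without compound and 100% = peptide blocker; higher means less fluorescent Bim peptide bound to Bcl-W beads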
Target sequence (Q92843 whole entry, looked up): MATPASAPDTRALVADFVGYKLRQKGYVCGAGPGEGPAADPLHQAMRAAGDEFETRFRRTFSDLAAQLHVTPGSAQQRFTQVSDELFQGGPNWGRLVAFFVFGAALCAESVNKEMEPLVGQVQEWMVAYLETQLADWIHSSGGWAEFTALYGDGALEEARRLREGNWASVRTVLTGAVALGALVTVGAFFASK
RGS4-Gao reg: human RGS4-Galphao interaction regulation; actives 0.33% (n = 220,000); AID 1415; binding response (% of control), % at 10 µM; Multiplexed bead flow cytometry, RGS4-Galphao binding; actives lie on both sides; in the data active means binding response below about 49% or above about 150%; inactive means in between;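 further: fluorescent Galphao activated with aluminum fluoride binding bead-coupled RGS4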
Bfl-1 Bim block: disrupts Bim binding to human Bfl-1. inhibition, % at 10 µM. Bead-based flow cytometry, Bim-Bfl-1 binding inhibition. actives 0.12% (n = 190,000). AID 1008. Q16548;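 further: 0% = wells without compound plus tracer and 100% = blocker peptide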
Numbers without * were called inactive; ? = inconclusive; / = no result given. Unless noted, no stated cut-off is given here; in the data, active means inhibition above about 40%.

Bcl-B Bim block,Mcl1-Bid inh,Mcl-1 Bim block,RGS7-Gao,Bim-Bcl-XL,Bim-Bcl-2,Mcl1-Noxa inh,RGS8-Gao reg,Bim-Bcl-W,RGS4-Gao reg,Bfl-1 Bim block,SMILES
-3,-17,0,99,-1,-8,-10,101,1,102,-11,O=C(N1CCCC1)n1c(Cc2ccccc2)nc2ccccc21
-48,-4,-10,110,-8,0,4,99,-1,99,14,COc1cc(Cl)ccc1NC(=S)N(CCCN1CCOCC1)Cc1cn(C)c2ccccc12
-4,-5,0,97,-20,-3,-3,94,-3,98,0,COCCn1c(SCC(=O)Nc2cccc(S(N)(=O)=O)c2)nc2ccccc21
-8,-30,-3,92,-8,-10,-2,98,-1,94,-8,COc1ccccc1-n1c(SCC(=O)Nc2cccc(C)c2)nc2c(c1=O)SCC2
-7,-15,-6,100,-6,-11,-10,99,-1,100,-16,COc1ccc(C(=O)OC(C(=O)c2ccccc2)c2ccccc2)cc1 (centres undefined)
-1,1,-1,107,-3,-2,7,113,-1,109,0,CC(=O)N(CCN(C(C)=O)c1ccccc1)c1ccccc1
-1,-13,0,100,0,-3,5,104,4,103,-6,CS(=O)(=O)N1CCCC(C(=O)c2cccc(Cl)c2)C1 (centres undefined)
-6,-5,3,99,1,-2,-2,102,4,101,-7,CCN(CCNC(=O)C1CC(=O)N(CCc2ccccc2)C1)c1ccccc1 (centres undefined)
0,-25,2,102,0,0,7,102,5,99,8,O=C(c1cc(-c2cccs2)nc2ccccc12)N1CCN(c2ccccc2O)CC1
0,-20,0,95,-2,-3,0,97,-3,97,0,CCn1c(Cn2nnc(-c3ccccc3)n2)nnc1SCC(=O)Nc1cccc(C(C)=O)c1
5,-12,-5,97,3,-8,11,91,1,102,-3,O=C(COC(=O)c1ccccc1C(=O)c1ccccc1)NCCc1ccc(Cl)cc1Cl
/,-9,/,?,/,/,-1,99,/,101,/,COc1ccc(Br)c(-c2nc(CS(=O)(=O)c3ccc(F)cc3)no2)c1
-6,-28,-1,97,-1,-9,34,100,0,97,-4,COc1ccc(OC)c(NC2c3ccccc3C(=O)N2Cc2ccc3c(c2)OCO3)c1 (centres undefined)
-10,-5,-2,111,-6,-6,6,112,-3,112,-8,Cc1ccc(NC(=O)CN(C)C(=O)c2ccc(S(=O)(=O)N(C)c3ccccc3)cc2)cc1
-4,-30,3,102,-2,-3,-17,102,1,101,-8,c1ccc(N2CCN(c3cnccn3)CC2)nc1
-12,-4,-4,99,-9,-10,-2,98,-8,96,-6,COc1ccc(C2C(C(=O)Nc3cccnc3)=C(C)Nc3nc(-c4ccco4)nn32)cc1 (centres undefined)
-1,-19,0,107,-3,-2,5,104,-2,102,-7,O=C(Nc1ccccc1N1CCOCC1)c1ccc(S(=O)(=O)NCc2ccco2)cc1
-10,-45,-4,100,-7,-8,-22,101,-7,100,-4,COC(=O)c1c(NC(=O)CN2C(=O)NC3(CCC(C(C)(C)C)CC3)C2=O)sc2c1CCCCC2 (centres undefined)
-5,-19,-1,103,-5,-5,1,103,-4,103,-11,COc1ccc(NS(=O)(=O)c2ccc(NC(=S)NC(=O)c3ccc(F)cc3)cc2)nn1
-10,-15,0,104,-5,-4,7,103,2,101,-10,COc1ccc(CNC(=O)c2cnc3cc(C)ccn3c2=O)cc1
1,-24,-3,103,4,-3,8,128,-4,110,0,CC1CCN(CC(=O)Nc2ccccc2C#N)CC1
-13,0,-2,105,-1,-10,15,102,0,101,-15,O=C(CSc1ncccc1C(=O)O)c1ccccc1
-4,-55,-1,100,7,-4,11,101,4,98,-8,C=CCCC(=O)Nc1ccc(COC(=O)N2CCOCC2)cc1
-6,6,-5,83,-6,-2,51*,85,-4,68,-5,CC(/C=N/NC(=O)CSc1nnc(SCc2ccccc2)s1)=C\c1ccco1
-5,-16,0,100,-3,-6,11,103,0,100,-9,C=CCn1c(Cc2cccs2)nnc1SCC(=O)Nc1ccc(C(=O)OCC)cc1
1,-17,0,101,0,0,6,103,0,102,0,Cc1cc2ncn(-c3ncnc4scc(-c5ccccc5)c34)c2cc1C
-4,-31,0,103,-1,0,9,101,0,104,-2,COC(=O)N/N=C\c1ccc(OC(=O)c2ccco2)cc1
6,5,0,87,0,0,26,96,0,95,3,CC(=O)c1cc2c(cc1NC(=O)c1ccco1)OCCO2
-5,-42,-2,104,-2,-3,-19,101,-4,103,-6,COC(=O)[C@H](C)NC(=O)Nc1ccc(C)c(C)c1
-12,6,-3,96,-6,-1,20,100,-4,98,-1,COc1cccc(C(=O)N/N=C/c2ccc(Oc3ccc([N+](=O)[O-])cn3)c(OC)c2)c1
-1,-17,-1,95,-1,1,-6,96,0,98,-1,COc1ccc(OCC(=O)Nc2nccs2)cc1
/,-51,/,?,/,/,14,100,/,97,/,Cn1cccc1/C=N/N1CCN(Cc2cccc3ccccc23)CC1
2,50,1,91,1,5,83*,93,0,94,-1,O=C1N=c2ccccc2=C1c1sc(Nc2ccc(O)cc2)nc1O
/,-19,/,?,/,/,-16,99,/,101,/,CC(=O)N(C(C)=O)c1nc(-c2ccccc2)cn1/N=C/c1ccccc1
-2,6,-1,100,-3,-4,11,100,-3,106,-6,COC(=O)c1cc(-c2ccccc2)c2c(=O)n(C)c(=O)n(C)c2n1
-2,-28,3,102,-1,0,2,98,3,97,-15,O=C(CSc1nncn1-c1ccccc1)Nc1cc(Cl)cc(Cl)c1
-5,26,1,97,0,-6,72*,100,3,98,-3,Cc1ccc(S(=O)(=O)c2cc3c(=O)n4ccccc4nc3n(Cc3ccco3)c2=N)cc1
-1,-3,6,96,1,0,-8,103,8,101,-3,Cc1sc(NC(=O)C2CCCCC2C(=O)O)c(C(N)=O)c1-c1ccc(C(C)C)cc1 (centres undefined)
0,1,0,97,-6,-1,21,104,-4,98,0,CC1CCN(CCOc2ccc(Cl)c(Cl)c2)CC1
-3,-11,0,?,-3,-1,4,100,1,97,-3,O=C(CCn1cnnn1)Nc1ccc(Cl)cc1Cl
0,3,0,89,0,0,12,89,0,95,5,O=C(CCCn1c(SCc2cccc(F)c2)nc2ccccc2c1=O)NCC1CCCO1 (centres undefined)
/,69*,/,?,/,/,44,102,/,104,/,O=C1CN(C(=O)CNCc2ccccc2)c2ccccc2N1
6,0,6,103,12,7,1,102,6,103,10,Cc1cccc(C(=O)Nc2sc(C)c(-c3ccccc3)c2C#N)c1
-3,-33,-1,?,-2,-1,8,103,0,101,-2,CCN1CCN(c2cc(C)c3cc(NC(=S)N4CCCC4)ccc3n2)CC1
-4,-33,-2,99,-6,-1,10,98,-2,98,0,CC12COC3(C(=O)Nc4ccc(Cl)cc4)CC1CCC32C (centres undefined)
0,-16,22,102,-4,-3,2,103,-5,96,-8,CN(CC(=O)NCc1ccncc1)S(=O)(=O)c1ccc(Cl)cc1
1,-15,-2,91,-2,-2,3,90,0,92,1,COc1ccc(N(CC(=O)Nc2ccc3c(c2)OCO3)S(C)(=O)=O)c(OC)c1
-9,-34,-2,103,-11,-3,-4,99,-6,100,-4,CC1=CC(=Nc2c(C)n(C)n(-c3ccccc3)c2=O)C=C(C)C1=O
0,-6,2,103,3,-1,-7,100,3,101,1,COc1ccc(OCC(=O)NNC(=O)c2cccnc2)cc1
-2,-11,2,97,0,-4,8,98,6,98,-7,Cc1ccnc(NS(=O)(=O)c2ccc(NC(=O)C3CCCCC3)cc2)n1
-4,-68,0,101,-4,-2,-5,101,3,103,-7,COC(=O)Cc1[nH]nc2c1C(C1C=CCCC1)C(C#N)=C(N)O2 (centres undefined)
4,-5,3,100,3,4,2,105,2,102,2,Cc1cccc(NC(=O)Cc2noc3ccccc23)c1
-1,0,-1,110,-1,-4,11,101,1,103,0,O=C(COC(=O)c1ccccc1Oc1ccccc1)NC1CCS(=O)(=O)C1 (centres undefined)
0,-4,0,95,0,0,11,103,-1,100,-3,NS(=O)(=O)c1ccc(CCNC(=O)CSc2nc3ccsc3c(=O)n2CCCCCC(=O)O)cc1
-1,7,1,98,0,1,12,92,-5,94,1,Cc1ccccc1C(=O)Nc1sc(C)c(C)c1C(=O)c1ccccc1
-2,33,3,96,-2,-3,40,99,0,97,-4,NS(=O)(=O)c1ccc(N/N=C2/CCCc3ccccc32)c([N+](=O)[O-])c1
0,-29,-1,109,3,-1,15,110,-1,117,0,CC(=O)Nc1ccc(NC(=O)C(C)OC(=O)CN(C)S(=O)(=O)c2ccc(Cl)cc2)cc1 (centres undefined)
/,-97,/,?,/,/,7,100,/,104,/,O=c1c2ccccc2cnn1Cc1n[nH]c(=S)n1C1CC2CCC1C2 (centres undefined)
-11,-13,-4,111,-6,-5,18,110,-3,110,-12,O=C(COC(=O)C1=COCCO1)NC1CCCCCCC1
-6,-27,1,99,-4,-4,-3,99,0,100,-11,COc1ccc(S(=O)(=O)N2CCC(C(=O)NCCc3ccccc3)CC2)cc1OC

More entries.
Bcl-B Bim block,Mcl1-Bid inh,Mcl-1 Bim block,RGS7-Gao,Bim-Bcl-XL,Bim-Bcl-2,Mcl1-Noxa inh,RGS8-Gao reg,Bim-Bcl-W,RGS4-Gao reg,Bfl-1 Bim block,SMILES
5,-50,7,99,7,5,4,93,4,87,0,Cc1ccc2[nH]c(=O)c(NC(N)=S)nc2c1
/,6,/,?,/,/,14,98,/,94,/,Cc1cc(C)cc(OCc2nnc(N)s2)c1
-8,-10,-1,102,-3,-11,-3,102,-1,98,-11,CCCc1nc(SCC(=O)Nc2ccccc2)c2c(=O)n(C)c(=O)n(C)c2n1
-2,2,0,99,0,-4,-13,100,4,101,-8,CCCS(=O)(=O)c1c(S(=O)(=O)CCC)c2cc(CC)ccn2c1C(=O)OC
-2,-58,0,102,7,-2,11,103,-1,103,-5,COc1cc(/C=N/NC(N)=O)cc(Br)c1OCc1ccccc1C
-8,-36,0,96,2,-2,8,101,10,100,4,COc1ccc(N=C2SC(CC(=O)Nc3ccccc3OC)C(=O)N2Cc2ccco2)cc1 (centres undefined)
-1,40,0,104,-9,0,2,101,-7,103,1,Cc1cc(NC(=O)CSc2nc3ccc(Cl)cc3[nH]2)no1
/,-4,/,?,/,/,-16,93,/,98,/,COc1ccc(C(=O)C2CCCN(C(=O)c3cnsn3)C2)c(C)c1 (centres undefined)
/,-12,/,?,/,/,10,98,/,100,/,CN(C)C=Nc1ccccc1C1C=NNC1=O (centres undefined)
0,-7,-3,102,0,1,0,104,-3,107,2,CCOC(=O)c1[nH]ncc1CN1CCCC(C(=O)c2cc(Cl)ccc2OC)C1 (centres undefined)
-11,3,-3,98,-4,-3,-3,100,-5,100,-18,CC(C)(CO)NCC(O)COc1ccc2c(c1)CCC2 (centres undefined)

In the list so far, these have a cyano group:
Bcl-B Bim block,Mcl1-Bid inh,Mcl-1 Bim block,RGS7-Gao,Bim-Bcl-XL,Bim-Bcl-2,Mcl1-Noxa inh,RGS8-Gao reg,Bim-Bcl-W,RGS4-Gao reg,Bfl-1 Bim block,SMILES
1,-24,-3,103,4,-3,8,128,-4,110,0,CC1CCN(CC(=O)Nc2ccccc2C#N)CC1
6,0,6,103,12,7,1,102,6,103,10,Cc1cccc(C(=O)Nc2sc(C)c(-c3ccccc3)c2C#N)c1
-4,-68,0,101,-4,-2,-5,101,3,103,-7,COC(=O)Cc1[nH]nc2c1C(C1C=CCCC1)C(C#N)=C(N)O2 (centres undefined)
